# Source: PubChem BioAssay
# MBD2 inh: blocks human MBD2 binding to methylated DNA. Q9UBB5. TR-FRET, MBD2 binding to methylated oligonucleotide. inhibition, % at 4.4 µM. 370,000 tested, 0.31% active; in the data active means inhibition above about 13%
# Target sequence (Q9UBB5 whole entry, looked up): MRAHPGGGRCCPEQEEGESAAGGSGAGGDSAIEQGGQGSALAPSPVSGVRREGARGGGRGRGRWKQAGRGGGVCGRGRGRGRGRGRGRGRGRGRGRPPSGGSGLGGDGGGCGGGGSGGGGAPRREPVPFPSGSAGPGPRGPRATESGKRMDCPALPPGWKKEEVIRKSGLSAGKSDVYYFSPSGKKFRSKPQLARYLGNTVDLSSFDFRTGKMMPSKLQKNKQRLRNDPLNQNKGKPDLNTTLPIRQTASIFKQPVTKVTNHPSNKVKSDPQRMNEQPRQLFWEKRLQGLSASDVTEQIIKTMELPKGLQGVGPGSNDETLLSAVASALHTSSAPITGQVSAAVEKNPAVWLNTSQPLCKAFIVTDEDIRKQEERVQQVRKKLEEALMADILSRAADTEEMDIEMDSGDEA
# KLK7 zymogen act: proKLK7 (human) activation, primary screen; purified proKLK7, EDANS-DABCYL substrate fluorescence; 100% is mature enzyme control, 0% vehicle; AID 652039; activation, % at 7 µM; 370,000 tested, 0.9% active;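 active means activation above the mean of all tested compounds plus 3 SD, computed per campaign excluding outliers beyond control limits, cut at about 13% in these data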
# Target sequence (P49862 whole entry, looked up): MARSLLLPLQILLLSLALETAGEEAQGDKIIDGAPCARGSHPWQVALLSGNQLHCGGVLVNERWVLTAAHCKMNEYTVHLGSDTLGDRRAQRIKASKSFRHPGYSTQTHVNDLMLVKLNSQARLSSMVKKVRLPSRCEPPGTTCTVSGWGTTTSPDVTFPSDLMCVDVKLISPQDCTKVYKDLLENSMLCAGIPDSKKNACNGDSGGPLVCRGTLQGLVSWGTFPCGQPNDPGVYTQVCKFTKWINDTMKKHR
# Tn6 DDE FP: inhibitors of Tn6 peptide binding to human fibrin DD(E). AID 720509. Fibrin DD(E) TRITC-Tn6 fluorescence polarization displacement. inhibition, % at 8.3 µM. 370,000 tested, 0.21% active. P02675;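 active means inhibition above a per-campaign cutoff: mean of compounds within control limits plus 3 SD, cut at about 15% in these data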;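 further: 0% = median of all compound wells on the plate and 100% = blocking peptide control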
# ASAP1 GAP inh: inhibitors of human ASAP1 ArfGAP activity; Q9ULH1; ASAP1-stimulated ARF1 GTP hydrolysis, GDP FP detection; inhibition, % at 16.5 µM; 360,000 tested, 0.19% active; in the data active means inhibition above about 25%;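 further: 0% = vehicle with enzyme and substrate and 100% = no enzyme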
# ARFGAP1 inhibitor: rat ARFGAP1 inhibition | Q62848 | Arfgap1-stimulated ARF1 GTP hydrolysis, GDP FP detection | inhibition, % at 16.5 µM | 360,000 tested, 0.26% active;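 active means inhibition above a per-plate limit, mean inhibition of low control wells plus 3 SD, cut at about 25% in these data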;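 further: 0% = DMSO wells with enzyme and 100% = wells lacking Arfgap1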
# Target sequence (Q62848 1-136 limits assumed): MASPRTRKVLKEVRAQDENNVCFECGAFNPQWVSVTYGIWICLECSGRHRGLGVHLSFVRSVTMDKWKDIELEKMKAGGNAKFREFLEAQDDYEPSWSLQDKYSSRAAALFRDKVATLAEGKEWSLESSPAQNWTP
#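 Material: rat Arfgap1 catalytic domain, aa 1-136; also added: human ARF1(Δ1-17)-GTP substrate; compound dosing: one concentration, 16.5 µM, DMSO 1.26%; incubation: GTP hydrolysis reaction 2 h at 25 °C; measured by: Tracer-displacement fluorescence polarization with EDTA stop, 620/688 nm; evaluation: % inhibition from polarization; repeats: one replicate per compound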
# ADAM17 inh: inhibitors of human ADAM17; P78536; recombinant ADAM17, EDANS/DABCYL FRET peptide cleavage; inhibition, % at 6.95 µM; 370,000 tested, 0.83% active; AID 720648;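 active means inhibition above the mean of compounds lying between control limits plus 3 SD, set per campaign, cut at about 8.5% in these data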;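 further: 0% = DMSO-only wells as the low control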
# UHRF1 MBD2 ctr: UHRF1 methyl-DNA binding inhibition; AID 687016; UHRF1 binding to methylated oligo, TR-FRET; inhibition, % at 4.4 µM; 370,000 tested, 0.75% active; in the data active means inhibition above about 21%;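 further: UHRF1 SRA domain binding a hemimethylated CpG hairpin DNA probe; 0% = median of test compound wells and 100% = reference inhibitor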
# Tn7 DDE FP: DD(E)-Tn7 binding inhibition, primary FP screen; 370,000 tested, 0.13% active; FP displacement of FITC-Tn7 peptide from fibrin DD(E); 0% = median of compound wells per plate; AID 720508; P02675; inhibition, % at 8.3 µM;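 active means inhibition above the mean of compounds falling within the control limits plus 3 SD of them, cut at about 14% in these data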;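 further: 0% = plate median of compound wells and 100% = 10 µM Aha-Tn7 peptide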
#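 Assay system: human fibrin DD(E). Input: DD(E) 2 µM final. Medium: Tris buffer with calcium and detergent, pH 7.8. Compound dosing: single point at 8.3 µM. Timing: 10 min plus 3 h, room temperature. Technique: fluorescence polarization of the labelled Tn7 tracer. Read-out: percent inhibition. Replicates: singlicate testing.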
# PLCb3 inh: blocks human PLC-beta3 enzyme activity. Q01970. Purified PLC-beta3, fluorogenic substrate, fluorescence. inhibition, % at 12.2 µM. 370,000 tested, 0.18% active. AID 720704; in the data active means inhibition above about 11%;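 further: 0% = median of compound wells on plate and 100% = full blocker control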
# PLCg1 inh: inhibitors of human phospholipase C gamma1; purified PLC-gamma1, fluorogenic substrate, fluorescence; inhibition, % at 12.2 µM; P19174; 370,000 tested, 0.84% active; AID 720700; in the data active means inhibition above about 9.5%
# * = called active by the depositor; i = inactive; / = not tested or not shown.
SMILES,MBD2 inh,KLK7 zymogen act,Tn6 DDE FP,ASAP1 GAP inh,ARFGAP1 inhibitor,ADAM17 inh,UHRF1 MBD2 ctr,Tn7 DDE FP,PLCb3 inh,PLCg1 inh
CC(C)C[C@@H](CO)N1CCN(Cc2ccccc2)CCC1=O,0,-0.2,11,16,0,1,2,3,2,0
Cc1cccc(C(=O)NCC(=O)Nc2ccncc2)c1,-1,-0.5,3,10,4,-5,-2,-4,-6,5
O=S1(=O)CC(N2CC=CC2)CN1Cc1cn(Cc2ccccc2)nn1 (stereo unspecified),-1,0.3,2,-3,-2,-3,2,-1,1,0
Cc1ccc(Sc2ncnc(N)c2[N+](=O)[O-])cc1,-8,1.0,-2,-1,-1,0,-2,-4,6,0
Cc1nnc(NC(=O)CSc2nc3ccccc3o2)s1,-3,-0.1,-2,-4,1,2,-2,2,6,3
CC1(C(=O)Nc2cccc(NS(C)(=O)=O)c2)CCN1Cc1ccccc1OC(F)F (stereo unspecified),-2,-0.4,1,-5,-5,-1,0,11,0,-1
COc1cccc(NC(=S)N(Cc2ccccn2)Cc2ccccc2Cl)c1,-4,0.9,0,8,6,9.3*,2,-12,3,6
CCCCOc1ccc(/C=N/NC(=O)c2csc(C)c2C)cc1,2,-0.2,-4,18,12,-1,0,-1,1,7
O=C(Nc1ccccc1)C(=O)Nc1cccnc1,-5,0.8,8,-11,-3,-1,0,1,-2,1
CC(=NNC(=S)N1CCCCC1)c1cccc(C)n1,2,0.9,-1,11,4,-28,-4,7,-16,-15
COC(=O)c1ccccc1N=C(SC)N(C)C,6,1.0,-3,7,7,-4,0,0,-3,-2
O=c1cc(-c2ccccc2)c2ccc(O)c(CN3CCCCC3)c2o1,-5,11,9,-8,-4,-60,0,1,i,i
COc1ccc(Nc2nccc3c2ncn3C)cc1,5,0.8,6,-2,2,-2,1,-3,-6,-2
O=C(COC(=O)CCC(=O)c1ccc(F)cc1)Nc1ccc(N2CCOCC2)cc1,2,-0.4,4,-10,0,-7,-4,6,-2,-4
CCn1c(=O)c2cc(S(=O)(=O)NCc3ccccc3)ccc2n(CC)c1=O,6,0.6,-8,-10,-1,-4,8,3,-2,-2
CCn1c(SCC(=O)NC2CC2)nnc1-c1cccc(OC)c1,-6,0.4,1,-2,-1,-4,-2,1,-1,0
CN(C)CCN1CCN(C2CN(Cc3cn(Cc4ccc(Cl)cc4)nn3)S(=O)(=O)C2)CC1 (stereo unspecified),9,-0.8,6,-15,7,-2,17,-1,4,-1
Cc1c(Cl)cccc1Nc1nc(N)nc(CSc2nc3ccccc3s2)n1,0,-0.5,2,18,8,9.5*,-2,-1,-1,0
COC(=O)CN1C(C)=Nc2ccc(C)cc2C1c1ccccc1 (stereo unspecified),-3,-0.7,-1,9,-9,-11,-1,-2,-5,-6
Cc1cc(C)c(C#N)c(Sc2ccc(N)cc2)n1,-1,-0.2,1,-12,-1,0,1,8,2,0
COc1ccc(Cn2cc(CN3CC(N4CCN(CCN(C)C)CC4)CS3(=O)=O)nn2)cc1 (stereo unspecified),11,-0.5,-6,-11,-14,-6,18,6,2,1
Cc1ccsc1/C=C/C(=O)O,3,-0.3,-3,4,-8,-5,-1,2,-3,3
COc1ccccc1CNC(=O)CCCC(=O)n1ncc2cc(C)ccc21,2,-0.4,-1,1,-8,-4,0,-4,-3,0
Cc1ccc(S(=O)(=O)N2C[C@H]3[C@H]4C(=O)N(c5ccccc5)C(=O)[C@H]4C[C@H](OC(=O)NCc4ccccc4)[C@@]3(O)C2)cc1,2,0.7,7,-4,4,-2,-2,-2,1,2
CCOC(=O)C1(C)CCN1C(=O)c1cccc(OC(F)(F)F)c1 (stereo unspecified),2,-0.7,0,-7,11,-4,0,-3,3,-1

# As entered above.
# Cc1ccc(S(=O)(=O)N2C[C@H]3[C@H]4C(=O)N(c5ccccc5)C(=O)[C@H]4C[C@H](OC(=O)NCc4ccccc4)[C@@]3(O)C2)cc1 – PLCb3 inh = 1
# CC(=NNC(=S)N1CCCCC1)c1cccc(C)n1 – PLCg1 inh = -15

# New compounds follow
SMILES,MBD2 inh,KLK7 zymogen act,Tn6 DDE FP,ASAP1 GAP inh,ARFGAP1 inhibitor,ADAM17 inh,UHRF1 MBD2 ctr,Tn7 DDE FP,PLCb3 inh,PLCg1 inh
CCOC(=O)CC1(Cc2ccccc2)Oc2ccccc2O1,3,0.4,-3,4,-8,0,5,5,2,-1
Cc1cc(-c2ccc(C)c(S(=O)(=O)NCCCN3CCN(c4ccccc4)CC3)c2)on1,-1,0.2,-6,-2,-4,-1,1,-6,3,7
NC(=O)C1CC(=O)N(c2ccc(OCC(=O)Nc3cccc(C(F)(F)F)c3)cc2)C1 (stereo unspecified),-2,0.8,7,13,7,0,0,1,3,8
Cc1cccc(N=Nc2c(O)[nH]c3ccc(F)cc23)c1,1,-0.9,-3,6,4,-1,-3,2,-10,-3
CC(=O)C1(C(=O)NCc2ccccc2)CC(c2ccccc2C(F)(F)F)=NO1 (stereo unspecified),1,-0.4,0,/,/,-6,-2,-2,1,-1
NC(=O)C1CCN(C(c2ccccc2)c2nnnn2C2CCCC2)CC1 (stereo unspecified),-4,-0.3,-3,-7,9,-1,-1,-3,4,-1
CCc1ccc(NC(=O)CSc2nc3ccccc3c(=O)n2CCN2CCOCC2)cc1,2,0.7,0,-1,1,-3,0,0,1,-6
Cc1cnc(C(=O)N2CCCC(C(=O)c3ccc(Cl)cc3C)C2)cn1 (stereo unspecified),1,0.0,4,0,4,-5,2,1,-6,-2
CCc1ccc(Cn2c(=O)n(Cc3ccc(C(=O)NCCCOC)cc3)c(=O)c3ccccc32)cc1,-3,1.1,-1,/,/,-7,0,7,1,-1
Cc1cc(NC(=O)CSc2nc3ccsc3c(=O)n2Cc2ccccn2)n[nH]1,2,7.0,1,4,6,-15,0,0,-52,-35
N#Cc1cc(NCC2CCCO2)c([N+](=O)[O-])cc1C#N (stereo unspecified),0,-0.2,-3,-3,0,0,-5,3,-1,2
CCc1sc(C(=O)Nc2nccs2)cc1C,1,0.1,-3,9,-2,-7,2,-1,-15,-5
Cc1cc(C(=O)CSc2nnnn2C)c(C)n1C1CC1,11,-0.3,-11,12,18,-5,5,-1,4,1
COc1ccc(C(OC(=O)c2ccco2)C(=O)NC2CCCCC2)cc1OC (stereo unspecified),4,-0.2,2,13,-1,-5,0,-4,5,1
CCn1c(=O)c(C(=O)NCc2cccnc2)c(O)c2ccccc21,0,-0.4,-3,4,5,-4,0,-1,-1,0
CCOc1cc(/C=C(\C#N)c2nc(-c3cccs3)c(NC(C)=O)s2)ccc1O,1,0.1,-11,3,0,0,-4,-12,-324,-270
COc1ccc(C(Nc2ccccn2)c2c(NC(=O)c3ccco3)sc(C)c2C)cc1OC (stereo unspecified),-2,0.7,4,12,7,-2,0,-1,-15,-10
COc1ccc(NC(=O)CN(c2cc(C)cc(C)c2)S(=O)(=O)c2c(C)noc2C)cc1,2,0.1,1,-6,5,-3,0,4,2,1
CCOCCCNC(=O)CCCn1nc(C)n2c(cc3sccc32)c1=O,-5,0.3,0,-7,-1,0,0,-5,5,0
CC(=O)N1N=C(c2ccc3ccccc3c2)OC1(C)C,-1,-3.5,-2,-4,7,-120,-3,2,-98,-100
COc1ccccc1NC(=O)NNC(=O)c1ccc(-c2ccccc2)cc1,1,0.1,-5,21,7,-1,-3,-2,-15,-3
COc1cc(NC(=O)NC2CCCCN(Cc3cccc(Cl)c3)C2=O)cc(OC)c1 (stereo unspecified),-4,0.0,-3,/,/,2,1,-3,1,3
O=C(Nc1ccc(Cl)cc1)Nc1cccc2nsnc12,0,-0.4,-27,15,8,-51,1,-1,-333,-220
CCCC1(C(=O)OC)NC(c2ccco2)C2C(=O)N(c3ccc(C)cc3)C(=O)C21 (stereo unspecified),10,-0.3,-8,2,8,-4,4,3,-1,5
O=C1CC(c2ccccc2)Cc2nc(NCc3ccco3)ncc21 (stereo unspecified),-4,0.2,0,-1,-6,-1,-1,7,0,-3

# 7 records picked at random from the list so far, as already listed:
SMILES,MBD2 inh,KLK7 zymogen act,Tn6 DDE FP,ASAP1 GAP inh,ARFGAP1 inhibitor,ADAM17 inh,UHRF1 MBD2 ctr,Tn7 DDE FP,PLCb3 inh,PLCg1 inh
Cc1cnc(C(=O)N2CCCC(C(=O)c3ccc(Cl)cc3C)C2)cn1 (stereo unspecified),1,0.0,4,0,4,-5,2,1,-6,-2
CCn1c(=O)c(C(=O)NCc2cccnc2)c(O)c2ccccc21,0,-0.4,-3,4,5,-4,0,-1,-1,0
O=C1CC(c2ccccc2)Cc2nc(NCc3ccco3)ncc21 (stereo unspecified),-4,0.2,0,-1,-6,-1,-1,7,0,-3
CC(=O)N1N=C(c2ccc3ccccc3c2)OC1(C)C,-1,-3.5,-2,-4,7,-120,-3,2,-98,-100
Cc1cc(-c2ccc(C)c(S(=O)(=O)NCCCN3CCN(c4ccccc4)CC3)c2)on1,-1,0.2,-6,-2,-4,-1,1,-6,3,7
N#Cc1cc(NCC2CCCO2)c([N+](=O)[O-])cc1C#N (stereo unspecified),0,-0.2,-3,-3,0,0,-5,3,-1,2
CCc1ccc(Cn2c(=O)n(Cc3ccc(C(=O)NCCCOC)cc3)c(=O)c3ccccc32)cc1,-3,1.1,-1,/,/,-7,0,7,1,-1

# (further entries)
SMILES,MBD2 inh,KLK7 zymogen act,Tn6 DDE FP,ASAP1 GAP inh,ARFGAP1 inhibitor,ADAM17 inh,UHRF1 MBD2 ctr,Tn7 DDE FP,PLCb3 inh,PLCg1 inh
Cc1ccc2c(c1)cc1c(=O)n(CC(=O)N(C)c3ccccc3)nc(C)n12,-5,0.5,6,-7,-10,-5,-3,-5,-7,0
COc1ccc(-c2nnc(NC(=O)CS(=O)(=O)c3ccc(F)cc3)o2)c(OC)c1,1,-0.3,-4,5,2,-2,0,-4,-6,-2
O=C(Nc1ccc(Cl)cc1F)c1ccccc1Br,3,-0.3,10,-16,-3,-1,0,8,0,1
CC(C)CNc1cccc2c1S(=O)(=O)N(Cc1ccc(F)cc1)[C@@H](C)[C@H](c1ccccc1)O2,-8,0.6,-5,-9,-3,1,0,3,5,4
CSCCC(NC(=O)c1ccccc1Br)C(=O)N1CCCC(C(F)(F)F)C1 (stereo unspecified),2,-0.5,1,-10,1,2,3,6,-4,1
CC(OC(=O)CSc1ccc(F)cc1)C(=O)NC1(C#N)CCCCC1 (stereo unspecified),1,0.1,1,-14,-3,1,-2,0,-1,3
COc1ccc(CC(=O)OCC(=O)Nc2ccc(OC(F)F)cc2)cc1OC,-3,0.1,0,8,-15,0,-3,5,-7,0
OC1CCN(Cc2ccc3ccccc3c2)CC1,-4,-0.2,0,6,-7,-2,0,-1,-3,0
CCc1ccc(N2CC(C(=O)N/N=C/c3cccc([N+](=O)[O-])c3)CC2=O)cc1 (stereo unspecified),0,0.8,4,-1,9,4,1,-3,2,2
CCCn1c(SCC(=O)Nc2ccc(F)c(Cl)c2)nc(O)cc1=O,4,-0.1,-2,8,-3,-3,-2,7,-10,2
CCCN1C(=O)C2(OCCO2)c2cc(Cl)ccc21,3,0.2,-4,-15,9,0,0,-2,-4,1
CC(CCl)n1c(=O)c2ccccc2n1S(C)(=O)=O (stereo unspecified),4,0.1,1,-6,-5,-3,-1,7,1,1

# Rows were taken by chance; overall some 4.1% were active at least once.
